Screening results deposited in PubChem by National Center for Advancing Translational Sciences (NCATS).
Glioma ERSR ind: qHTS for Inducers of the Endoplasmic Reticulum Stress Response (ERSR) in Human Glioma: qHTS. 0.02% of 420,000 active. U87-MG GRP78 promoter luciferase reporter, 16 h. Potency, µM, for the others: at the top dose activation, usual class: activators; note: potency is the fitted concentration of half-maximal effect; series mostly up to about 76 µM; % of control where 0% means no effect; nearly all actives have a fitted effect of over 35% in size
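ERSR induction read as luciferase luminescence (Bright-Glo, 10 min at room temperature) in stably transfected human U87-MG glioma cells exposed to compounds for 16 h, using GRP78 as sensor.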
Vif-A3G inh: qHTS for Inhibitors of Vif-A3G Interactions: qHTS; DNA dC->dU-editing enzyme APOBEC-3G (Homo sapiens), Q9HC16; HeLa A3G-eYFP + Vif (tagged APOBEC3G with the HIV-1 protein that degrades it), YFP fluorescence, overnight; Potency, µM (titrated, usually from 46.1 µM), without a hit: at the top dose activity, negative = active, hits mostly inhibitors; 0.076% of 410,000 active;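 note: potency is the fitted concentration of half-maximal effect; % is set by controls: 0 for no effect and ±100 for the full control effect; nearly all actives have a fitted effect of over 60% in size; hits raise eYFP signal because A3G escapes Vif-driven loss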
Target sequence (Q9HC16 whole entry, looked up): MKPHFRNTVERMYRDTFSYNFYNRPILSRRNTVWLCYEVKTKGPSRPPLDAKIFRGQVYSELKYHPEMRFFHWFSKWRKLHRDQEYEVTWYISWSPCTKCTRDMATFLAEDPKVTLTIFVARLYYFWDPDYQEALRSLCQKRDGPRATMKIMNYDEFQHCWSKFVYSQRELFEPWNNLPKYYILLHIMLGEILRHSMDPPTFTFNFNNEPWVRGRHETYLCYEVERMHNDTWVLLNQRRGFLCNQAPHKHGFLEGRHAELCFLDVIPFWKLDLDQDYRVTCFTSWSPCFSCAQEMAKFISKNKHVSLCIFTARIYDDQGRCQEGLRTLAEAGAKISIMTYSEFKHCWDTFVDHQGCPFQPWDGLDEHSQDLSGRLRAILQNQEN
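HeLa cells stably expressing Vif and C-terminally eYFP-tagged A3G, seeded overnight at 37 deg C, then exposed to compound by pintool overnight at 37 deg C. Rise in yellow fluorescence (Ex 488/Em 500-530, Acumen) marks blocked Vif-driven A3G degradation.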
TrxR1 substrate: qHTS Assay for Substrates of Mammalian Selenoprotein Thioredoxin Reductase 1 (TrxR1): qHTS. purified TrxR1 substrate turnover, NADPH consumption readout. Potency, µM (doses to about 114 µM), without a hit: top-dose activity change, negative = substrate turnover. 0.01% of 390,000 active. AID 588456, 2011; note: potency is the fitted concentration of half-maximal effect; % is set by controls: 0 for no effect and ±100 for the full control effect; nearly all actives have a fitted effect of over 50% in size
Target sequence (O89049 whole entry, looked up): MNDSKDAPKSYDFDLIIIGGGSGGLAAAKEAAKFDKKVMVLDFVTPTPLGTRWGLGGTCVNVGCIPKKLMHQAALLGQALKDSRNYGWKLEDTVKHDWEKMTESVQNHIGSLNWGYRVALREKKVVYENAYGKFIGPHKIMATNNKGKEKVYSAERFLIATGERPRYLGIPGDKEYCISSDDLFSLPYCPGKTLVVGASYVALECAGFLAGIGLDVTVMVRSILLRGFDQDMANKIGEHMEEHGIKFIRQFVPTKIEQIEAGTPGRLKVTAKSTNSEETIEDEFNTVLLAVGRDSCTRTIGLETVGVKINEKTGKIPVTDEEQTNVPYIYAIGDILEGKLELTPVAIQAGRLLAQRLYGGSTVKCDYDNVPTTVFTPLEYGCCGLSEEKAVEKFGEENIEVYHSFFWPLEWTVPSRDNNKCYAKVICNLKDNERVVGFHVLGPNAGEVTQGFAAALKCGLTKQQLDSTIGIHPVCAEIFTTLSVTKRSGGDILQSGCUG
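Rat TrxR1, dispensed at 90 nM, was prereduced with 400 uM NADPH (final) for 5 min at ~22 deg C, then incubated with compound 15 min before 400 uM selenite. A first-read NADPH fluorescence drop versus no-compound background flagged substrates.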
RGS4 inh: Inhibitors of Regulator of G Protein Signaling (RGS) 4: qHTS. Transcreener GDP fluorescence polarization, RGS4-accelerated GTP hydrolysis. 0.039% of 390,000 active. AID 504845, 2011. Potency, µM (top dose mostly 114 µM), for the others: at the highest dose activity change, negative = inhibition, most hits filed as inhibitors; note: potency is the fitted concentration of half-maximal effect; % is set by controls: 0 for no effect and ±100 for the full control effect; nearly all actives have a fitted effect of over 75% in size; some results filed as inactive show a strong effect at the top dose
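MLSMR compounds (23 nl, pin-transferred) preincubated 10 min at room temperature with a 500nM (2x) first reagent, then RGS4 at 900nM (2x) plus Transcreener GDP mix added; fluorescence polarization (620/688 nm) read before and after 90 min at 30 °C.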
USP1 inh: Inhibitors of USP1/UAF1: Primary Screen; Potency, µM (series often up to 57.1 µM), for inactives: at the top dose activity change, negative = inhibition, usual class: inhibitors; recombinant USP1/UAF1, Ub-Rhodamine cleavage fluorescence; Ubiquitin carboxyl-terminal hydrolase 1 (Homo sapiens), O94782; 0.23% of 390,000 active; AID 743255, 2014; note: potency is the fitted concentration of half-maximal effect; % is set by controls: 0 for no effect and ±100 for the full control effect; nearly all actives have a fitted effect of over 60% in size; inactives centre near -12
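USP1/UAF1 complex at 1 nM was preincubated with compound for 15 min at room temperature, then Ub-Rho substrate (150nM final) was added. Fluorescence (480/540 nm) was read kinetically, 6 reads every 60 seconds.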
mIDH1 inhibitor: qHTS for Inhibitors of mutant isocitrate dehydrogenase 1 (IDH1): qHTS | Potency, µM (titrated, usually from 76.6 µM), for the others: top-dose activity change, negative = inhibition, actives largely listed as inhibitors | 0.093% of 390,000 active | IDH1-R132H enzyme, NADPH consumption, diaphorase/resazurin fluorescence | Isocitrate dehydrogenase [NADP] cytoplasmic (Homo sapiens), O75874 | AID 602179, 2012; note: potency is the fitted concentration of half-maximal effect; % is set by controls: 0 for no effect and ±100 for the full control effect; nearly all actives have a fitted effect of over 65% in size
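IDH1-R132H (0.5 ug/mL dispensed) in pH 7.5 Tris buffer was preincubated 30 min with compound, then given a substrate mix of 0.016 mM NADPH and 2 mM alpha-KG for 80 min at room temperature; remaining NADPH was read by diaphorase/resazurin fluorescence.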
LDHA inh: qHTS assay for inhibitors of human lactate dehydrogenase. L-lactate dehydrogenase A chain (Homo sapiens), P00338. purified LDHA, NADH/diaphorase-resazurin fluorescence; stronger effect = lower value. activity change, % (values are at about 110 or 230 µM). 0.15% of 480,000 active; in the data active = activity change below about -30%; inconclusive = mostly about -25% to -30%;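 note: plate controls were DMSO wells for no effect and wells without enzyme for full effect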
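Human LDH5 at 2 nM final in Tris HCl pH 7.4 with 0.06 mM NADH and 0.2 mM pyruvate, reacted 5 minutes at room temperature. Remaining NADH coupled via diaphorase/resazurin; resorufin fluorescence read at 0 and 20 minutes, normalized to enzyme-free and DMSO wells.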
Vif-APOBEC3F blk: qHTS for Inhibitors of Vif-A3F Interactions: qHTS. Potency, µM (highest dose often 46.1 µM), inactives show at the top dose activity, negative = active. AID 602313, 2012. 0.2% of 390,000 active. HeLa A3F-eYFP + Vif (tagged APOBEC3F with the HIV-1 protein that degrades it), YFP fluorescence increase; note: potency is the fitted concentration of half-maximal effect; % of control where 0% means no effect; nearly all actives have a fitted effect of over 65% in size
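HeLa cells stably expressing A3F-eYFP plus Vif, plated and incubated overnight at 37 deg C, then exposed to compounds overnight at 37 deg C. Blocked degradation read as raised yellow fluorescence (Ex 488/Em 500-530).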
TrxR1 inh: qHTS Assay for Inhibitors of Mammalian Selenoprotein Thioredoxin Reductase 1 (TrxR1): qHTS; Thioredoxin reductase 1, cytoplasmic (Rattus norvegicus), O89049; AID 588453, 2011; 1% of 390,000 active; Potency, µM (top dose mostly 114 µM), for inactives: at the highest dose activity change, negative = inhibition, most hits filed as inhibitors; recombinant rTrxR1, NADPH fluorescence consumption, selenite substrate; note: potency is the fitted concentration of half-maximal effect; % is set by controls: 0 for no effect and ±100 for the full control effect; nearly all actives have a fitted effect of over 65% in size
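Rat TrxR1 (90 nM in the dispensed reagent) was pre-reduced with 400 uM NADPH for 5 min at room temperature, then incubated with compound for 15 min. After 400 uM selenite was added, NADPH fluorescence (Ex 340/Em 450 nm) was followed for 8 min.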
* marks the source's active call; other numbers are inactive results; ? = inconclusive; & = joins results of further samples; [ ] = remark or other dose. Unless noted, calls come from the whole dose curve; as a rule, active = well fitted curve in the direction sought with a large enough effect; inconclusive = small, poorly fitted or top-dose-only effect, or another doubt; inactive = no such curve, though single readings can be large; an effect the other way counts as inactive or inconclusive. These rows are one share of the data (hit frequency here may not be typical).

Compound,LDHA inh,Vif-APOBEC3F blk,TrxR1 substrate,RGS4 inh,mIDH1 inhibitor,USP1 inh,Glioma ERSR ind,Vif-A3G inh,TrxR1 inh
O=C(N/N=C/c1ccccc1Cl)c1[nH]c2ccc(Br)cc2c1-c1ccccc1,-3,?,8%[57.1 µM],-13%,7%,?,-3%,6%,13%
COC(=O)C1=C(C)NC(C)=C(C(=O)OC)C1c1ccc2ccccc2n1,3,-8%,1%,-34%,8%,-19%,-4%,0%,1%
O=C(NN1C(=O)c2cc(Br)ccc2NC1c1ccccc1Cl)c1ccncc1 (stereo not given),0,4%,0%,0%,9%,-12%,-5%,-5%,0%
CCSc1nnc([C@@H](NC(=O)OC(C)(C)C)C(C)C)o1,-13,-5%,-11%,-1%,4%,-11%,-6%,-1%,-12%
CCn1c(O)c(C=Nc2ccccc2)oc1=S,-5,-10%,7%[57.1 µM],?,-1%,-22%,8%,-11%,11%[57.1 µM]
Clc1ccc(CSc2nnc(-c3cccnc3)o2)cc1,3,-11%,-3%[57.1 µM],6%,-5%,5%,0%,1%,-10%[57.1 µM]
CS(=O)(=O)N1CCC(c2noc(-c3ccc(C(F)(F)F)cc3)n2)CC1,0,4%,-4%,-14%,1%,1%,-1%,0%,2%
COc1cccc(C(=O)SC2=NCCS2)c1,-16,-5%,-4%,-14%,0%,?,-5%,-7%,?
CC(Sc1cccc[n+]1[O-])c1ccccc1 (stereo not given),-5,?,-4%,22%,0%,-2%,-4%,1%,-8%
CCOCCCn1c(=S)[nH]c2cc(C(=O)N3CCC(C(N)=O)CC3)ccc2c1=O,-10,-5%,-2%,-29%,10%,1%,-3%,0%,-10%
COC(=O)CSc1nc(NCC(C)C)nc(N2CCOCC2)n1,-3,-4%,5%,26%,3%,-12%,-4%,-8%,8%
CCOC(=O)CCc1c(C)c2ccc(OCC(=O)OC(C)C)cc2oc1=O,-11,3%,124%[activator],23%,1%,-1%,-5%,2%,-22%
O=C(NC1CCCc2c1cnn2-c1ccc(F)cc1F)c1ccccn1 (stereo not given),1,0%,0%,9%,9%,-16%,-1%,-1%,20%
CCc1cc2c(cc(C(=O)O)n2C)s1,1,0%,5%,-19%,5%,-14%,0%,-1%,20%
CN1C(=O)c2ccc(C(=O)NCc3ccccn3)cc2C1=O,-1,2%,-3%,-6%,5%,-19%,0%,0%,1%
Cc1ccc(CNC(=O)C2CCCN(c3ncnc4c3nc3n4CCCCC3)C2)cc1 (stereo not given),0,5%,-12%,-13%,-11%,-11%,-3%,2%,-4%
CN(C)C1=NC[C@H](Cc2ccccc2)N1CC1CCCC1,-4,0%,1%,10%,2%,-20%,-4%,6%,16%
O=[N+]([O-])c1cccc(Nc2c3ccccc3nc3ccccc23)c1,2,8%,380%[activator],6%,3%,-6%,1%,0%,2%
CC(C)CC1N=C2c3ccccc3N=C(SCC(=O)NCCc3ccc(Cl)cc3)N2C1=O (stereo not given),-1,-5%,4%[57.1 µM],-10%,-10%,-28%,-2%,3%,-1%[57.1 µM]
COc1ccccc1N1CCN(/N=C\c2cccnc2)CC1,-3,0%,-3%,-8%,-2%,2%,12%,-2%,2%
O=C(Nc1cccc(NC(=O)c2ccc3c(c2)OCO3)c1)c1ccccc1,-8,2%,4%[57.1 µM],-7%,-2%,-13%,3%,-2%,17%[57.1 µM]
COc1cc(C(=O)Nc2cc(S(=O)(=O)N3CCOCC3)ccc2N2CCN(C)CC2)cc(OC)c1OC,-18,-8%,2%,-15%,-7%,0%,1%,2%,10%
Cn1cnc(S(=O)(=O)N2CCCC(C(=O)Nc3ccc(OC(F)(F)F)cc3)C2)c1 (stereo not given),-10,-4%,1%[57.1 µM],9%,4%,?,0%,5%,7%[57.1 µM]
Cc1c(NC(=O)CSCc2ccc(Cl)cc2Cl)cccc1C(=O)O,-2,8%,-5%,-14%,6%,-5%,0%,2%,9%[57.1 µM]
O=C(NNc1nc2c(F)cccc2s1)c1cc(=O)c2ccccc2o1,11,1%,-11%,-17%,20%,?,-7%,?,-6%
CCCCC1CCC(C(=O)Nc2ccc(S(=O)(=O)Nc3nccs3)cc2)CC1 (stereo not given),-2,-10%,-5%[57.1 µM],-15%,-8%,-14%,-3%,1%,-6%[57.1 µM]
CSc1nc(N2CCOCC2)c2c3c(sc2n1)CCCC3,-2,4%,10%[57.1 µM],-13%,2%,-22%,2%,-7%,10%[57.1 µM]
CCCC1(C)SC(NC(C)=O)=NN1C(C)=O (stereo not given),-1,-7%,-2%,0%,1%,4%,-3%,0%,-2%
CCN(CC)c1ccc(C2C(C(N)=O)=C(C)Nc3nc(SCc4ccccc4)nn32)cc1 (stereo not given),-6,-2%,7%,11%,0%,-33%,-8%,-4%,26%
Cc1cc(NS(=O)(=O)c2ccc(NC(NC(=O)C(C(F)(F)F)C(F)(F)F)(C(F)(F)F)C(F)(F)F)cc2)no1,-14,-10%,4%[57.1 µM],-16%,-4%,-25%,-5%,0%,10µM*

Later entries:
Compound,LDHA inh,Vif-APOBEC3F blk,TrxR1 substrate,RGS4 inh,mIDH1 inhibitor,USP1 inh,Glioma ERSR ind,Vif-A3G inh,TrxR1 inh
COc1cc(/C=N/NC(=O)C(=O)/C=C2\NC(C)(C)Cc3ccccc32)ccc1O,-1,3%,-8%,-10%[11.4 µM],2%,-28%,1%,-35%,16%
CCCNC(=O)c1ccc(-c2nc3ccccc3s2)s1,-2,-3%,116%[activator],-38%,1%,-12%,-16%,0%,-28%
COc1ccc(-c2nnc(SCC(=O)c3cccs3)n2-c2ccc(Cl)cc2)cc1,-4,-8%,-9%,-12%,2%,-21%,2%,0%,-13%
CCOC(=O)c1sc(NC(=O)c2cccc(S(=O)(=O)N3CCN(C)CC3)c2)cc1C,-12,-3%,1%,-21%,10%,-8%,1%,0%,20%
COc1ccc(CNC(=O)C(=O)NCC2OCCN2S(=O)(=O)c2ccccc2)cc1 (stereo not given),-2,6%,0%,-26%,3%,-8%,-4%,0%,0%
O=[N+]([O-])c1cccc(S(=O)(=O)Nc2ccc(-c3ccc(N4CCCC4)nn3)cc2)c1,-3,-1%,1%,-26%,1%,-12%,-4%,5%,12%
Cc1cccc(N2CCN(C(=O)Cn3ccc4ccccc4c3=O)CC2)c1C,1,-5%,-6%,6%,0%,-9%,-3%,4%,-16%
CCN1C(=O)N[C@@H](CCc2ccccc2)[C@H](C(=O)OC)[C@H]1C,-3,-7%,-2%,11%,0%[38.3 µM],-21%,-3%,0%,0%
CCOc1ccccc1NC(=O)C1CCN(S(=O)(=O)c2c(C)nn(C)c2C)CC1,-3,-3%,15%[57.1 µM],9%,-5%,-11%,-3%,5%,40%
CCCCCC(=O)Nc1ccc2oc(-c3cccnc3)nc2c1,2&-5,5%,54%[activator],24%,5%,-11%,-1%,0%,8%
Cc1nc2ccn(Cc3cccnc3)c(=O)c2cc1C(=O)NCc1ccccc1,-7,5%,15%[57.1 µM],5%,-13%,-9%,-4%,3%,5%[57.1 µM]
CCOCCCNCC(=O)NC1(C)C2CCC(C2)C1(C)C (stereo not given),-20,5%,4%,-23%,2%,-16%,-5%,2%,-11%
O=C(Oc1ccc2ccc(=O)oc2c1)c1ccccc1,-1,0%,28%,-24%,9%,-25%,-4%,-7%,18%
COc1cccc(NC(=O)c2nn(C)c(C(=O)Nc3cccc(OC)c3)c2[N+](=O)[O-])c1,-7,-9%,-13%,16%,3%,-11%,-2%,-2%,15%[57.1 µM]
O=C1[C@@H]2Cc3ccccc3CN2C(=O)N1c1cccc(F)c1,-6,2%,2%,-7%,3%,-12%,-2%,0%,9%
Cc1ccc(N(C)C(=O)CCS(=O)(=O)c2cc3c(cc2Cl)NC(=O)CO3)cc1,-4&0,-6%&5%,9%[57.1 µM],-23%&-15%,10%&0%,-19%&-25%,-4%&-2%,3%&-2%,20%[57.1 µM]
CCN(CC)S(=O)(=O)c1ccc(NC(=O)c2cccc3c2C(=O)N(CCOC)C3)cc1,-8,-12%,18%,-8%,1%,-24%,-6%,1%,8%[0.457 µM]
